# Screening results: PubChem BioAssay, several laboratories
# E coli Lon inh: inhibitors of E. coli Lon protease, primary screen, biochemical, fluorescence polarization | 0.42% of 360,000 active | purified E. coli Lon protease | AID 602123, 2011 | inhibition, % at 7.94 µM | P0A9M0; in the data active = inhibition above about 13%, passing the limit was not always enough;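 also: 0% = enzyme with probe and DMSO and 100% = no enzyme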
# SKN-1 block: suppressors of acrylamide-induced Pgst-4::GFP reporter in worms, primary screen, SKN-1 inhibitor project, whole organism, uHTS, GFP/RFP fluorescence ratio, strain VP596. C. elegans VP596 Pgst-4::GFP/RFP ratio, 24 h. inhibition, % at 21.8 µM. 0.49% of 360,000 active;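 active = interference check ratio from 0.5 to 1.5 plus GFP to RFP signal ratio inhibition reaching or exceeding a fixed threshold, cut at about 30% in these data, passing the limit was not always enough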; also: some compounds called inactive have numbers as strong as hits
# NRP1-CendR mod: modulators of CendR peptide binding to NRP-1, primary screen, biochemical, fluorescence polarization, uHTS; 0.85% of 360,000 active; Neuropilin-1 (Homo sapiens), O14786; FAM-RPARPAR peptide binding to NRP-1; inhibition, % at 25 µM;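 active = inhibition or corrected inhibition above about 18%, plus a signal ratio from 0.5 to 1.5, limit read from the data, passing the limit was not always enough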; also: strong numbers were not always called active
# MsrA inhibitor: bovine MsrA enzyme inhibitors, primary screen, biochemical, absorbance, HTS; Methionine sulfoxide reductase A (Bos taurus); purified bovine MsrA, absorbance read-out; inhibition, % at 15.5 µM; 0.75% of 360,000 active; in the data active = inhibition above about 4.5%;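 also: 0% = vehicle wells with enzyme and 100% = reference inhibitor wells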
# bovine MsrA act: bovine MsrA enzyme activators, primary screen, biochemical, absorbance, HTS. purified bovine MsrA, absorbance read-out. activation, % at 10.6 µM. 0.3% of 360,000 active; in the data active = activation above about 7.5%;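 also: 0% = vehicle and 100% = reference activator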
# FAS-TE inh: FAS thioesterase domain inhibitors, primary screen, biochemical, fluorescence intensity, uHTS; AID 602261, 2012; 0.67% of 360,000 active; inhibition, % at 15 µM; Fatty acid synthase (Homo sapiens), P49327; recombinant FAS-TE, OMFH fluorogenic substrate, fluorescence endpoint;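 active = compounds whose normalised, plate-corrected inhibition of enzyme fluorescence in the single-dose primary screen is 50% or more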;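 also: 0% = DMSO with enzyme and 100% = substrate without enzyme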
# Target sequence (P49327 whole entry, looked up, the tested form may be a part): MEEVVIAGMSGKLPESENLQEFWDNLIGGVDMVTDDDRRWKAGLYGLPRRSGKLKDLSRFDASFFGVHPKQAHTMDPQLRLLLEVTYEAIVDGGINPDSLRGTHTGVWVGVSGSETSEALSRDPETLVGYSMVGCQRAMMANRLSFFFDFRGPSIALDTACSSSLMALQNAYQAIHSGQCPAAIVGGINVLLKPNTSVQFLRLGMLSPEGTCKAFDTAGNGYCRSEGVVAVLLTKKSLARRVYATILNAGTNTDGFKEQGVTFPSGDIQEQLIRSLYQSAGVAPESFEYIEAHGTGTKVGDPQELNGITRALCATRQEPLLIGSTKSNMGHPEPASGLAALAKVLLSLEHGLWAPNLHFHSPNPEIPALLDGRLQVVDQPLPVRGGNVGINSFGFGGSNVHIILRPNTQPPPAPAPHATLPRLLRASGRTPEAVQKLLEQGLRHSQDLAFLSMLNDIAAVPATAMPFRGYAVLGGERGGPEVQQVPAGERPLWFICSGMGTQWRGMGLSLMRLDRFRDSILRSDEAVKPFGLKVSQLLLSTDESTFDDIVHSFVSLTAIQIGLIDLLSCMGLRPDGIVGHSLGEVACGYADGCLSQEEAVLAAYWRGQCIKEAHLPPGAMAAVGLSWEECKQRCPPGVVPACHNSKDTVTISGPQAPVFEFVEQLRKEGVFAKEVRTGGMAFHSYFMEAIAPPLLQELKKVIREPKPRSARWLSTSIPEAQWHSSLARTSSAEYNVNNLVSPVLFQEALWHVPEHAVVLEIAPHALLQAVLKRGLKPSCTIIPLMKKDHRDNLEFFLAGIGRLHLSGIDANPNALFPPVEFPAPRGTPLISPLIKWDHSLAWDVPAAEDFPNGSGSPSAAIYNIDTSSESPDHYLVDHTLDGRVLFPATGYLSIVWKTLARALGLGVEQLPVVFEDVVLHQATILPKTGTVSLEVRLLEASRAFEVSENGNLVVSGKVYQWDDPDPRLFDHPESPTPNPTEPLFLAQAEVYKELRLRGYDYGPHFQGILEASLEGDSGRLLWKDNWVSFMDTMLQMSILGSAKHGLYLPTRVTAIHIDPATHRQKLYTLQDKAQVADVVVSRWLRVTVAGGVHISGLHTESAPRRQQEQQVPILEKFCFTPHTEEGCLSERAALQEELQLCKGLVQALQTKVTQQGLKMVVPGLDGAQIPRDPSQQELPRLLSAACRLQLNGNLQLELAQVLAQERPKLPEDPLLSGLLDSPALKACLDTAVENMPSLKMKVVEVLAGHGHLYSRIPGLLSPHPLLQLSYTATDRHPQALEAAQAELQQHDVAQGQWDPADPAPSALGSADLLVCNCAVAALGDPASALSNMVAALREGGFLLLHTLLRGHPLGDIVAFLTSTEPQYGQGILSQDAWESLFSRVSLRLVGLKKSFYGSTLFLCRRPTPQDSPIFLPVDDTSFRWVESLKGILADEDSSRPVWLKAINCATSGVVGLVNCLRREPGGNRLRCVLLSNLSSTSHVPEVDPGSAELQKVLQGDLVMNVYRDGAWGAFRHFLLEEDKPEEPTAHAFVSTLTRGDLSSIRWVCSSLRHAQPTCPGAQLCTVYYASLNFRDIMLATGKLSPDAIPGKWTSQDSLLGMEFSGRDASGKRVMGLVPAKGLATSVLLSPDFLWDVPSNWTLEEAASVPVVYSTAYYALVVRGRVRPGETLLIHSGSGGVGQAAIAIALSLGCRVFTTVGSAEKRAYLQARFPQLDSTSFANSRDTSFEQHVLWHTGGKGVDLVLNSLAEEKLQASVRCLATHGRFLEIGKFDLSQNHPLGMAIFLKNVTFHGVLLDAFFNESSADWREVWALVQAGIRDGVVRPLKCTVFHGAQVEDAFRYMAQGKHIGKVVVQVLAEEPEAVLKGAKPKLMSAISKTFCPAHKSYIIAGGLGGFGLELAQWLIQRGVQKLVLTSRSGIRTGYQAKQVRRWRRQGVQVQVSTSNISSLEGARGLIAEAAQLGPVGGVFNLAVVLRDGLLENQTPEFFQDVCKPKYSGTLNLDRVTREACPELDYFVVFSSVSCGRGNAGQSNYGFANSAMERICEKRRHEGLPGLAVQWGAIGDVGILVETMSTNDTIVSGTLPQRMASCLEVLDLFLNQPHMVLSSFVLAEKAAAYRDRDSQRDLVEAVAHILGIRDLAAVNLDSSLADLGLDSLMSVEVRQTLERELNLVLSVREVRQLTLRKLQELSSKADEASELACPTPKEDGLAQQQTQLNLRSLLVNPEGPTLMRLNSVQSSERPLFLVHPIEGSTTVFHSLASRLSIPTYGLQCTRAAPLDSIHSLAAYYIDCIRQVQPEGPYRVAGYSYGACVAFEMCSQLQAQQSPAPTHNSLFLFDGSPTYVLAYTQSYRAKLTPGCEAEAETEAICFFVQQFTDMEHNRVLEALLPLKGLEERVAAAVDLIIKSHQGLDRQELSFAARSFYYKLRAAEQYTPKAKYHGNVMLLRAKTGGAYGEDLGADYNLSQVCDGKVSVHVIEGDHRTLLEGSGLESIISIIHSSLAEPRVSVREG
# PABP1 MLLE inh: inhibitors of PABP1 MLLE–PAM2 peptide binding, primary screen, biochemical, fluorescence polarization, FITC-PAM2, GST-MLLE | 0.36% of 360,000 active | inhibition, % at 20 µM | Polyadenylate-binding protein 1 (Homo sapiens), P11940; in the data active = inhibition above about 35%, passing the limit was not always enough;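 also: plate controls were DMSO wells with GST-MLLE for no effect and wells lacking GST-MLLE protein for full effect; some results filed as inactive read as strong as hits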
# TbMetRS inhib: T. brucei MetRS inhibitors, primary screen, biochemical, luminescence; methionyl-tRNA synthetase (Trypanosoma brucei brucei); purified T. brucei MetRS, ATP depletion, Kinase-Glo luminescence; inhibition, % at 11.9 µM; 0.4% of 360,000 active; AID 624268, 2012;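 active = inhibition above a per-plate cutoff of the control wells' mean inhibition plus 3 SD, cut at about 5.5% in these data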;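 also: 0% = DMSO wells median and 100% = median of wells with control inhibitor compound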
#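 Material – parasite MetRS enzyme · Medium – HEPES-MgCl2-KCl buffer plus DTT, spermine, BSA, pyrophosphatase · Reagent – ATP, methionine and E. coli bulk tRNA substrates · Times – 15 min enzyme-compound preincubation, 2 h reaction, 10 min detection, 25 °C · Measured by – luminescence of leftover ATP · Evaluation – percent inhibition relative to median high and low control wells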
# MT1-MMP act inh: blockers of MT1-MMP proenzyme processing, primary screen, HT1080 RFP-PRO-GFP cells, GFP/RFP fluorescence | Matrix metalloproteinase-14 (Homo sapiens), P50281 | GFP/RFP ratio fluorescence, overnight; percent of plate control window, DMSO zero | GFP/RFP ratio change, % at 20 µM | 0.061% of 360,000 active | AID 651647, 2012;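 active = GFP/RFP ratio change of at least 30% with cell ATP level not reduced by more than half and red fluorescence within 50% of control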; also: strong numbers were not always called active
#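 Material: RFP-PRO-GFP reporter HT1080 cells. Dosing: single-point 20 µM compound, 1% DMSO. Controls: DMSO and RFP-L50D-GFP cell wells. Timing: cells overnight before dosing, compound overnight, 37 °C, 5% CO2. Measure: GFP/RFP fluorescence ratio.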
# * marks the source's active call; other numbers are inactive results; . = no result given.
compound	MT1-MMP act inh	TbMetRS inhib	SKN-1 block	bovine MsrA act	MsrA inhibitor	E coli Lon inh	PABP1 MLLE inh	FAS-TE inh	NRP1-CendR mod
O=C(CCC1CCN(C(=O)CC2=CCCCC2)CC1)NCc1ccc(F)cc1	3	0.3	22	-4	-0.5	-6	6	-8	-5
O=C1C=C(O)CC(c2ccc(Cl)c(Cl)c2)C1 (stereo unspecified)	1	-0.4	-3	0	-0.5	-1	9	3	-11
CCCc1cc(=O)[nH]c(SCC(=O)Nc2ccc(OC(F)F)cc2)n1	-1	-0.4	-10	-11	1.0	-6	-7	-8	3
CCC1(CC)NC(=O)N(CC(=O)N2N=C(c3ccc(Cl)cc3)CC2c2ccco2)C1=O (stereo unspecified)	2	0.1	4	0	-0.2	-11	-17	6	-3
c1ccc(OCc2nn3c(Cn4nnc5ccccc54)nnc3s2)cc1	0	-0.1	-10	-7	-0.7	4	13	-6	-8
O=C(Nc1ccncc1)c1cc2ccccc2o1	-2	-0.4	2	-4	1.0	1	1	-5	-10
Cc1ccc(-c2ccnc(=S)[nH]2)cc1	6	-0.3	1	9.4*	-0.4	-9	36	-5	-2
O=C(CSc1nnc(Cc2ccccc2)o1)N1CCCc2ccccc21	1	-1.2	-3	-2	0.7	-2	32	-4	0
CC(C)(C)C(=O)OCc1cn(-c2ccccc2)nn1	0	-0.1	15	-1	-0.3	8	8	-2	12
O=C(Cn1c(=O)n2ncnc2c2c3c(sc21)CCCC3)c1ccccc1	-4	0.8	4	-3	-0.6	5	8	32	1
COc1ccc(NC(=O)n2ncc3c(C)cccc32)cc1	2	-1.2	-4	-2	1.5	0	1	10	8
Cn1cnc2c(oc3ccccc32)c1=O	-1	0.5	5	-2	-0.5	-3	-12	-4	4
CN(C)CCCC1(O)c2ccccc2CCc2ccccc21	-11	0.8	-2	-1	1.4	-8	4	-4	7
CCN1C(=NCCc2ccc([N+](=O)[O-])cc2)N[C@@H](c2ccccc2)[C@H](C(=O)OC)[C@H]1C	-4	-0.2	1	-1	2.1	-9	-66	-4	0
Cc1cc(C(=O)N/N=C/c2ccc[nH]2)no1	10	-0.5	-4	-9	4.5	1	3	-11	-4
C[C@H](CO)N1C[C@H](C)[C@@H](CN(C)S(=O)(=O)c2ccc(F)cc2)Oc2ccc(NC(=O)CCN3CCOCC3)cc2C1=O	32*	-0.2	13	0	0.9	-4	-11	-2	-7
C=CCOC1=CS(=O)(=O)N(Cc2ccc(Br)cc2)c2ccc(Br)cc21	0	-1.4	11	-2	1.7	4	23	26	8
[2H]C(CCOS(N)(=O)=O)c1ccc(C(C)(C)C)cc1 (stereo unspecified)	-3	-0.4	3	-1	0.3	4	-7	-5	3
COc1ccc(C(=O)N2CCCCC2c2cc(C(=O)NCc3cccnc3)no2)cc1 (stereo unspecified)	4	-0.2	10	2	-0.4	1	17	-6	7
CCOc1ccc(CCNC(=O)c2cc(C)on2)cc1OCC	2	-0.6	-2	-7	-0.9	-7	-17	2	-6
Cc1ccc(COc2ccc(C)nc2[N+](=O)[O-])cc1	5	1.2	9	-1	-1.1	5	16	16	15
CCOC(=O)N1CCN(CC(O)COc2ccc3c(c2)CCC3)CC1 (stereo unspecified)	-1	0.1	-1	3	-1.2	12	21	-6	11
Cc1ccc(CC#N)c(-c2c(CC#N)ccc(C)c2C)c1C	0	-0.1	12	-2	0.1	-3	5	10	4
Cc1ccc(-c2nn(-c3ccccc3)cc2C(=O)NCC2CCCO2)cc1 (stereo unspecified)	4	-0.7	19	-1	-0.8	6	2	-3	4
COc1ccccc1CNC(=O)C1CCC(CNS(=O)(=O)c2ccc(NC(C)=O)cc2)CC1 (stereo unspecified)	0	-0.9	5	-3	1.5	0	10	-1	-3
c1ccc(C2Nc3cccc4cccc(c34)N2)cc1	-2	-0.7	5	-3	0.8	11	13	10	12
Cc1ccc(S(=O)(=O)N2CCC(C(=O)N3Cc4ccccc4C3)CC2)cc1	1	-1.0	17	-3	1.1	-3	-19	29	12
COc1ccc(/C(C)=N/OCC(=O)N=Nc2c(O)[nH]c3ccc(Br)cc23)cc1	3	-0.2	8	-3	-0.8	-8	-12	-5	-13
COc1cc(OC)c(NC(=O)C2CCN(S(=O)(=O)c3ccc4c(c3)CC(C)N4C(C)=O)CC2)cc1Cl (stereo unspecified)	5	-0.1	16	-6	-0.6	5	9	20	2
Cn1c(=N)n(CC(=O)C(C)(C)C)c2ccccc21	3	-1.2	22	-1	1.1	-2	7	1	6
CCCCCNC(=O)C(c1ccccc1F)n1c(=O)c(-c2ccco2)nc2ccccc21 (stereo unspecified)	-1	-1.0	11	.	1.9	.	.	.	-13
CCCN1CCN(CCCNC(=O)CN2C(=O)c3cccnc3Oc3ccc(Cl)cc32)CC1	-3	-0.3	-12	-4	1.6	6	4	-4	4
CC1Cc2ccccc2N1C(=O)CSc1nnc(-c2ccc(S(=O)(=O)N3CCCC3)cc2)o1 (stereo unspecified)	-2	0.2	-6	-2	-0.4	-1	3	-2	-12
Cc1cc(C)c(S(=O)(=O)n2c([N+](=O)[O-])cnc2C)cc1C	-1	-0.7	-8	3	0.3	-9	0	-12	-2
COC(=O)COc1ccc2oc(=O)cc(-c3cc4cccc(OC)c4o3)c2c1	-2	-0.2	-23	-5	7.4*	4	-1	20	-5
CC1=Nc2ncnn2C(c2ccccc2)/C1=N\O (stereo unspecified)	-5	-0.3	7	-9	1.9	-8	0	-30	4
O=C(COC(=O)c1cccc(O)c1)c1ccccc1	7	-0.4	-9	0	-0.6	5	12	-2	12
CCOC(=O)c1ccc(OCC(=O)c2ccc(O)cc2O)cc1	-3	-0.2	4	-3	3.5	4	3	-5	-2
CCSc1nc2ccccc2n1CC(=O)N1CCCCC1	1	0.2	-9	-1	-0.9	-5	11	-6	0
COC(=O)c1cccc(S(=O)(=O)N2CCC(NC(=O)Nc3cccc(F)c3)CC2)c1	-88	2.4	-8	-6	-0.9	1	4	4	1
CCCCN(C)CCN1C(=O)C2C(C(=O)Nc3ccc(C)cc3)C3C=CC2(O3)C1C(=O)NC1CCCCC1 (stereo unspecified)	2	-0.6	-1	-6	-0.8	-6	1	-6	9
CC1=C(C(=O)OCc2ccccc2)C(c2ccc(C(C)(C)C)cc2)NC(=O)N1CCCCCC(=O)O (stereo unspecified)	15	-0.2	-12	0	-0.8	-2	21	13	-9
O=C1C2C3C=CC(C3)C2C(=O)N1Nc1c(Cl)cc(Cl)cc1Cl (stereo unspecified)	3	-0.1	9	-4	0.9	-9	5	-6	7
Cc1ccc(OC(C)C(=O)Nc2ccccc2C(=O)N2CCOCC2)cc1 (stereo unspecified)	1	0.3	0	-4	0.3	-6	5	-6	2
CC1=C(C(=O)OC(C)(C)C)C(c2cccs2)NC(=O)N1 (stereo unspecified)	-7	-0.2	9	-6	-0.3	2	-94	-4	1
CCOc1cc(N2CCOCC2)c(OCC)cc1NC(=O)c1ccc(C)cc1	6	0.0	12	-1	-0.7	7	-15	0	-4
CCOC(=O)c1ccccc1NS(=O)(=O)c1ccc(C)cc1	3	-1.2	4	1	-0.5	8	5	18	13
Cc1ccc(OCCn2cc(Br)c(=O)[nH]c2=O)cc1	-2	0.0	-7	2	0.4	-12	-6	-1	-6
O=C(Nc1cccc([N+](=O)[O-])c1)N1CCCc2ccccc21	-5	-0.4	3	-4	-0.8	-6	5	9	2
Cc1cccc(Cc2cnc(N3C(=N)SC(C)C3=O)s2)c1 (stereo unspecified)	7	-0.9	4	-8	1.7	8	3	-2	0
COC(=O)C1CCN(S(=O)(=O)CCNC(=O)c2ccc(F)cc2)CC1	3	-0.2	12	-4	1.0	-1	16	-5	-4
CCCCNC(=O)C1(C)CCC(=O)N1CCc1c[nH]c2ccccc12 (stereo unspecified)	5	-0.3	13	-3	-0.3	-18	3	-8	2
O=Nc1c(O)[nH]c2ccc(Cl)c(Cl)c12	-9	0.5	-7	3	-0.2	2	-18	-152	-4
COc1ccccc1C(=O)NC1CCN(C(=O)Nc2ccc(F)cc2)CC1	5	-0.4	23	-10	1.2	0	-7	-5	-4
CC(NC(=O)Nc1nnc(C(F)(F)F)s1)N1C(=O)C2C3C=CC(C3)C2C1=O (stereo unspecified)	5	-0.1	-2	2	-0.3	14	-18	-4	1
O=C(COC(=O)C1c2ccccc2Oc2ccccc21)NC1CCS(=O)(=O)C1 (stereo unspecified)	2	0.0	9	-3	1.5	4	-15	-2	3
O=C1c2ccccc2C(O)(Cc2ccccc2)N1CCCN1CCOCC1 (stereo unspecified)	-2	-0.9	10	-4	1.4	1	-2	-11	-5
CCCCCCSc1ccc([C@H]2N[C@@](Cc3ccccc3)(C(=O)OC)[C@H]3C(=O)N(C)C(=O)[C@@H]23)cc1OC	-3	-0.3	12	-3	0.4	-5	-29	29	28*
O=Cc1ccc(OCC(=O)N2CCOCC2)cc1	-7	0.3	7	-3	-0.6	6	-5	-3	0
O=S(=O)(CS(=O)(=O)Oc1ccccc1)Oc1ccccc1	-2	-0.4	9	-2	-0.5	-5	23	-3	-22

# Next section
compound	MT1-MMP act inh	TbMetRS inhib	SKN-1 block	bovine MsrA act	MsrA inhibitor	E coli Lon inh	PABP1 MLLE inh	FAS-TE inh	NRP1-CendR mod
O=C(NC1CCCCC1)C(c1ccncc1)N(Cc1ccc(F)cc1)C(=O)c1ccccn1 (stereo unspecified)	-1	-0.7	-7	0	-0.6	2	1	-3	1
Cc1sc2nc(C3CC3)nc(SCC(=O)N3CCc4ccccc4C3)c2c1C	-7	0.8	7	-4	-0.2	3	1	15	-7
CCCCNc1nccnc1-c1cccc(C=O)c1	-1	0.0	25	-1	0.2	-1	-7	-7	3
CCOc1ccc(C2=Nn3c(CC)nnc3SC2)cc1	3	0.4	9	-1	1.9	-7	7	-5	3

# Part of the list above in order of SMILES length, lowest first:
compound	MT1-MMP act inh	TbMetRS inhib	SKN-1 block	bovine MsrA act	MsrA inhibitor	E coli Lon inh	PABP1 MLLE inh	FAS-TE inh	NRP1-CendR mod
Cc1ccc(-c2ccnc(=S)[nH]2)cc1	6	-0.3	1	9.4*	-0.4	-9	36	-5	-2
Cc1cc(C)c(S(=O)(=O)n2c([N+](=O)[O-])cnc2C)cc1C	-1	-0.7	-8	3	0.3	-9	0	-12	-2
CCCN1CCN(CCCNC(=O)CN2C(=O)c3cccnc3Oc3ccc(Cl)cc32)CC1	-3	-0.3	-12	-4	1.6	6	4	-4	4
